Screening results (PubChem BioAssay)
GC-A act: GC-A (human) enzyme activation; P16066; HEK293 GC-A cells, cGMP TR-FRET, EC30 ANP; 0% at EC30 ANP, 100% saturating ANP; activation, % at 10 µM; 0.14% of 370,000 active; in the data active = activation above about 40%
TCR-CD3 inh: inhibitors of human TCR-CD3 interaction; TAMRA-labeled TCR probe fluorescence, biochemical; inhibition, % at 9.4 µM; 0.37% of 360,000 active; in the data active = inhibition above about 19%;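 also: recombinant mutant TCR 2C K166C tagged with TAMRA read by polarization; 0% = receptor in buffer alone and 100% = receptor with positive control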
UHRF1 MBD2 ctr: human UHRF1 methylated DNA binding inhibitors | UHRF1 binding to methylated oligo, TR-FRET | inhibition, % at 4.4 µM | 0.75% of 370,000 active; in the data active = inhibition above about 21%;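 also: UHRF1 SRA domain binding a hemimethylated CpG hairpin DNA probe; 0% = median of test compound wells and 100% = reference inhibitor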
ABHD4 inh: inhibits mouse alpha/beta hydrolase domain 4 | Q8VD66 | purified mABHD4, FP-Rh probe fluorescence polarization | inhibition, % at 8.92 µM | 0.54% of 370,000 active | AID 720543;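 active = inhibition exceeding the mean over every tested compound plus 3 SD, cut at about 30% in these data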;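 also: 0% = plate median of compound wells and 100% = S159A mutant with DMSO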
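system = mouse ABHD4 enzyme, wild type | medium = HEPES pH 7.0, NaCl, Pluronic buffer | also added = FP-Rh probe | incubation = Enzyme–compound pre-incubation 45 min, then probe 60 min, both 25 °C | technique = fluorescence polarization, excitation 525 nm, emission 598 nm, BODIPY TMR filters | controls = S159A mutant high control, sample median low control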
PRMT1 inh: blocks human protein arginine methyltransferase 1; 1.3% of 370,000 active; inhibition, % at 2.79 µM; recombinant PRMT1, activity-based probe fluorescence polarization; Q99873;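 active = inhibition above about 21% made by adding two undisclosed values, limit read from the data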
Target sequence (Q99873 whole entry, looked up): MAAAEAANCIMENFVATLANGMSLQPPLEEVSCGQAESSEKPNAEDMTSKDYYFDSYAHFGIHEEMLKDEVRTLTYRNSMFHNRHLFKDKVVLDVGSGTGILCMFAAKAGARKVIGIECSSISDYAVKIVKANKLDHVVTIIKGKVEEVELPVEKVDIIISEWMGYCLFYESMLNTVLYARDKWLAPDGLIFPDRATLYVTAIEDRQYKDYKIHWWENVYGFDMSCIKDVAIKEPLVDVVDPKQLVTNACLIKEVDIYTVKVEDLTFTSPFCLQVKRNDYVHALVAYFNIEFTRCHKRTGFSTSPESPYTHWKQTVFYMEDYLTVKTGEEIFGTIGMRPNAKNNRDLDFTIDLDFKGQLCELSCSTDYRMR
NPR2 activator: GC-B (human) receptor activation; P20594; HEK293-GC-B cells, CNP EC30, cGMP TR-FRET; 0% at EC30 CNP, 100% saturating CNP; activation, % at 10 µM; 0.11% of 370,000 active; AID 1920062;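 active = activation at 10 µM reaching about 35% in either raw or pattern-adjusted values, limit read from the data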
SIAE primary: inhibitors of human sialic acid acetylesterase SIAE; 0.69% of 370,000 active; inhibition, % at 9.66 µM; Q9HAT2; SIAE FP-Rh probe binding, fluorescence polarization;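 active = inhibition above a cutoff: mean of compounds within the control limits plus 3 SD of those, cut at about 17% in these data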;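 also: 0% = plate median of compound wells and 100% = probe without SIAE protein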
HTRA1 inh: blocks human HTRA1 serine peptidase | Q92743 | recombinant HTRA1, FP-rhodamine activity-based probe, fluorescence polarization | inhibition, % at 5.96 µM | 0.5% of 340,000 active | AID 504803; in the data active = inhibition above about 36%;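 also: 0% = enzyme with DMSO and 100% = wells lacking enzyme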
Target sequence (Q92743 whole entry, looked up): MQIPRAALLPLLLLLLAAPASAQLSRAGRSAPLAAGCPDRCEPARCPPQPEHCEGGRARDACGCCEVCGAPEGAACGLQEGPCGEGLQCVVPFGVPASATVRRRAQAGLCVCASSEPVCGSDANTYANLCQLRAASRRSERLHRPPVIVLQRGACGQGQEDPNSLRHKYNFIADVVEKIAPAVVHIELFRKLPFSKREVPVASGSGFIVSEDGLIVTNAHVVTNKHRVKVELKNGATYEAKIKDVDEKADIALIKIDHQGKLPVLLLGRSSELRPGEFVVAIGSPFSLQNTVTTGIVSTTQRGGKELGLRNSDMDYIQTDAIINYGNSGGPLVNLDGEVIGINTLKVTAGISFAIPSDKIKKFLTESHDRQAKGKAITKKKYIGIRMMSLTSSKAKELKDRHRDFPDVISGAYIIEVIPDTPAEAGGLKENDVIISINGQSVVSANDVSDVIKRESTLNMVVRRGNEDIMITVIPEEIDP
rCAG binder: binds r(CAG) RNA repeats; inhibition, % at 3 µM; AID 651821; r(CAG) RNA repeat, TO-PRO-1 dye displacement fluorescence; 1.3% of 370,000 active;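 active = inhibition above the plate cutoff, the mean of all test compounds on that plate plus 3 SD, cut at about 35% in these data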;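 also: 0% = DMSO alone and 100% = 100 µM mitoxantrone as full dye displacement; higher means more dye released from RNA so lower well fluorescence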
MBD2 inh: MBD2-methylated oligo binding inhibition | Q9UBB5 | TR-FRET, MBD2 binding to methylated oligonucleotide | inhibition, % at 4.4 µM | 0.31% of 370,000 active; in the data active = inhibition above about 13%
The depositor's hits bear a star; nt = not tested or not shown. Not all compounds are listed, so the mix of outcomes need not match the whole.

SMILES | GC-A act | TCR-CD3 inh | UHRF1 MBD2 ctr | ABHD4 inh | PRMT1 inh | NPR2 activator | SIAE primary | HTRA1 inh | rCAG binder | MBD2 inh
COC(=O)c1sc(-c2ccc(C(C)(C)C)cc2)cc1NC(=O)/C=C/C(=O)O | 7 | -1 | 5 | -18 | -1 | -3 | -24 | -7 | 37* | 0
O=C(Nn1cc(C(=O)N2CCN(c3ccccc3F)CC2)c2ccccc2c1=O)c1cnccn1 | -3 | -6 | 3 | 3 | 1 | 4 | 4 | 2 | 5 | 4
CNC(=O)COc1ccc(Nc2nnc(C)c3ccccc23)cc1 | 0 | -3 | -1 | -8 | -1 | -3 | 2 | nt | -3 | -3
CCOC(=O)/C=c1\s/c(=C\c2c(OC)ccc3ccccc23)c(=O)n1CC(=O)NCC1CCCO1 (centres undefined) | 1 | 1 | 2 | -15 | 1 | 7 | -8 | -44 | 3 | -3
Cc1cccc(Nc2c([N+](=O)[O-])cc(C(=O)N3CC(=O)Nc4ccccc43)cc2[N+](=O)[O-])c1 | -17 | 6 | -4 | 15 | 2 | -9 | 7 | -5 | 6 | -3
Cc1ccc(C(CCNC(C)c2cccs2)c2ccco2)cc1 (centres undefined) | -19 | -2 | 1 | 5 | -2 | -23 | 8 | 7 | -5 | -2
COc1ccc(-c2c(-c3cc(OC)cc(OC)c3)n(C)c3ccc(-c4cccc5[nH]ccc45)cc23)cc1 | 0 | 6 | -2 | -2 | -2 | 5 | -2 | 24 | 15 | -1
COc1ccc(OC)c(NC(=O)CSc2nc(=O)n(Cc3ccccn3)c3c2CCC3)c1 | 1 | 2 | -1 | 7 | 1 | 0 | -1 | 1 | -6 | -1
CCOc1ccc(N(C(C)C(=O)N2CCCCCC2)S(C)(=O)=O)cc1 (centres undefined) | 1 | 9 | -1 | 1 | 0 | 6 | 18* | 5 | -4 | -4
O=C(CCCSc1nc2ccccc2[nH]1)NC(c1ccccc1)c1ccccc1 | -6 | 0 | 4 | -7 | -2 | -7 | -3 | -20 | -3 | 2
Cn1c(=O)c2c(nc(N3CCN(c4ccccn4)CC3)n2Cc2ccc(Cl)cc2Cl)n(C)c1=O | 2 | -2 | 2 | 4 | -1 | -2 | -4 | 0 | 5 | 0
CC(C)(C)NC(=O)c1cc(NC(=O)c2ccco2)cc(NC(=O)c2ccco2)c1 | 2 | 7 | 2 | -5 | -1 | -5 | -12 | -8 | 3 | -2

Rewritten as tab-separated lines: part of the list above
SMILES	GC-A act	TCR-CD3 inh	UHRF1 MBD2 ctr	ABHD4 inh	PRMT1 inh	NPR2 activator	SIAE primary	HTRA1 inh	rCAG binder	MBD2 inh
CCOC(=O)/C=c1\s/c(=C\c2c(OC)ccc3ccccc23)c(=O)n1CC(=O)NCC1CCCO1 (centres undefined)	1	1	2	-15	1	7	-8	-44	3	-3
Cc1cccc(Nc2c([N+](=O)[O-])cc(C(=O)N3CC(=O)Nc4ccccc43)cc2[N+](=O)[O-])c1	-17	6	-4	15	2	-9	7	-5	6	-3
Cc1ccc(C(CCNC(C)c2cccs2)c2ccco2)cc1 (centres undefined)	-19	-2	1	5	-2	-23	8	7	-5	-2
COc1ccc(-c2c(-c3cc(OC)cc(OC)c3)n(C)c3ccc(-c4cccc5[nH]ccc45)cc23)cc1	0	6	-2	-2	-2	5	-2	24	15	-1

The listing continues.
SMILES | GC-A act | TCR-CD3 inh | UHRF1 MBD2 ctr | ABHD4 inh | PRMT1 inh | NPR2 activator | SIAE primary | HTRA1 inh | rCAG binder | MBD2 inh
O=C(NC1CCSc2ccccc21)c1cccc(S(=O)(=O)N2CCOCC2)c1 (centres undefined) | -2 | -6 | 0 | -8 | 5 | 3 | 6 | -3 | 7 | -6
Cc1cc(NC(=O)c2ccccc2F)n(C(C)(C)C)n1 | 0 | -4 | 0 | -4 | 1 | 4 | -5 | nt | -1 | 1
Cc1cccc(-c2nnc(SCC(=O)N3CCCC3)o2)c1 | 1 | 3 | -1 | 0 | -2 | -4 | 7 | 2 | -3 | -2
Cc1nn(-c2ccccc2)c2sc(C(=O)OCc3nnc(-c4ccccc4)o3)cc12 | 2 | -6 | 2 | 4 | 1 | -2 | -3 | 5 | 2 | -6
CCOCCC(=O)Nc1ccc2c(c1)c(=O)n(C)n2C/C=C/c1ccccc1 | 1 | 5 | -1 | 7 | 0 | -6 | 2 | nt | 1 | -4
COC(=O)[C@@]1(Sc2ccc(C)cc2)CC(=O)N(c2ccccc2)[C@@H]1c1ccccc1 | -2 | -2 | 3 | -9 | -2 | -1 | -3 | nt | 1 | 1
CC(=O)Nc1cc(C(=O)N2CCN(C)CC2)ccc1Sc1ccc(C)cc1 | 6 | 3 | -1 | 1 | -1 | 1 | 1 | 3 | -2 | -8
Cc1cc(C)c2cc(C(c3nnnn3C3CCCC3)N3CCOCC3)c(=O)[nH]c2c1 (centres undefined) | 1 | 4 | 2 | 2 | -1 | 5 | 14 | 6 | -5 | -2
CCOC(=O)C1CCCN(Cc2cccc(Oc3ccccc3)c2)C1 (centres undefined) | 3 | 3 | 2 | 7 | 1 | 6 | 3 | 3 | -3 | 2
COc1ccc(OCC(O)CNC(=O)/C=C/c2cccc([N+](=O)[O-])c2)cc1 (centres undefined) | -6 | 3 | -2 | -12 | 1 | -8 | 1 | -2 | 2 | -1
Cc1cc(NS(=O)(=O)c2ccc(NC(=O)CCCOc3ccccc3C)cc2)nc(C)n1 | -2 | -12 | 2 | -6 | 12 | -4 | -10 | -15 | 21 | 2
Cc1ccc(/C=C/C(=O)Nc2ccc(S(=O)(=O)Nc3onc(C)c3C)cc2)cc1 | -1 | -3 | 0 | -7 | -1 | 0 | 9 | -8 | 68* | 0
COc1cccc2cc(S(=O)(=O)c3ccccc3)c(=Nc3ccc4c(c3)OCCO4)oc12 | 1 | 3 | 5 | 1 | 1 | 2 | 7 | 1 | 1 | 3
CC1(C)CC(=O)c2cc(O)ccc2O1 | 1 | -9 | 1 | 1 | -2 | 3 | 6 | 3 | 0 | 3
Cc1ccc(NC(=O)C2CC2)cc1S(=O)(=O)N1CCOCC1 | 0 | 3 | 19 | 7 | 0 | 1 | -1 | 6 | 2 | 9
Cc1ccc(-n2c(=O)c3sccc3n(CC(=O)NCc3ccco3)c2=O)cc1 | 6 | -2 | 1 | 1 | 0 | 2 | 6 | 3 | 6 | 2
CCOc1ccc(Cn2c(O)cc(=O)[nH]c2=O)cc1 | 3 | 9 | -6 | 1 | 5 | -2 | -10 | -12 | 47* | -5
Cn1nnnc1SCC(=O)N1CCN(C(=O)c2ccco2)CC1 | -4 | 3 | 0 | -5 | -3 | -6 | 2 | 5 | -3 | 0
COc1ccc(N2CC(C(=O)Nc3ccc(S(=O)(=O)Nc4nc(C)cc(C)n4)cc3)CC2=O)cc1 (centres undefined) | -1 | 9 | 0 | -5 | 0 | 6 | -4 | -9 | 10 | 1
O=[N+]([O-])c1ccc(Nc2cccc3c2[nH]c2c(-c4ccccc4)nccc23)c([N+](=O)[O-])c1 | -6 | 2 | -2 | 5 | 0 | -2 | -1 | 1 | 10 | -3
COc1ccc(C(=O)NNc2cc(C)nc(NNC(=O)c3ccc(OC)cc3)n2)cc1 | 2 | 19* | 21* | 0 | -2 | 2 | -3 | 5 | 2 | -4
COc1ccc(N2Cc3cccc(C(=O)N4CCN(C(=O)c5ccco5)CC4)c3C2=O)cc1 | 0 | 5 | 10 | 4 | 5 | 0 | 4 | -2 | 14 | 3
COc1cc(-c2cnc3c(NC(C)=O)cc(-c4cccc(C(=O)NCCO)c4)cn23)cc(OC)c1OC | 10 | -1 | -2 | -2 | -3 | 12 | -2 | nt | 6 | 0
CC(C)CC1(C)NC(=O)N(Cc2cc([N+](=O)[O-])cc3c2OCOC3)C1=O (centres undefined) | -5 | 4 | -2 | -6 | -3 | -2 | 9 | -1 | -3 | -1
COC(=O)CCC(=O)Nc1ccc2oc3c(c2c1)CCCC3 | 4 | -6 | -1 | 0 | 3 | -2 | -2 | -5 | 5 | -4
CC(=O)NCC1(c2ccccc2)CCN(CC2COc3ccccc3O2)CC1 (centres undefined) | 1 | -12 | 0 | -6 | -2 | 2 | 1 | nt | -3 | 0
Clc1ccc(-c2csc(=Nc3cccnc3)n2CCCn2ccnc2)cc1Cl | -6 | -8 | 4 | -2 | 3 | -5 | 1 | -4 | 0 | 3
C=CCOc1ccc(C(=O)CC)cc1OC | 4 | 4 | 0 | -1 | 1 | 8 | -2 | -1 | -4 | -1
COc1ccccc1Oc1cn[nH]c1-c1ccc(O)cc1O | 25 | 1 | 2 | -3 | 3 | -3 | 10 | 7 | 6 | 4
CN(C)S(=O)(=O)c1cc(NC(=O)CN2CCNC(=O)C2)ccc1Cl | 0 | 8 | 1 | 6 | 2 | 3 | -8 | -5 | 5 | -3
CCOc1[nH]n(-c2ccc(Cl)cc2)c(=O)c1C=Nc1ccc(Cl)cc1 | -1 | -3 | -3 | -1 | 1 | -3 | -1 | -6 | 3 | -5
O=C(Nc1ccc2oc(-c3cccnc3)nc2c1)c1ccco1 | 5 | 11 | -6 | -6 | -1 | -8 | -2 | -14 | 5 | -2
O=C(N/N=C/c1cccc(OC(=O)c2cccc(Br)c2)c1)c1cccnc1 | -5 | 3 | 1 | -22 | -2 | -3 | -20 | -21 | 3 | -2
CNc1nc(OCC(F)(F)F)nc(N2CCOCC2)n1 | -4 | 6 | 0 | 0 | -1 | 9 | -6 | 3 | -1 | -1
Cc1ccc(S(=O)(=O)c2cc3ccccc3oc2=Nc2ccc3c(c2)OCCO3)cc1 | 1 | 4 | -2 | 9 | 1 | -2 | 7 | -3 | -2 | 2
O=C(c1ccccc1)N1CCN(C(=O)c2ccccc2Br)CC1 | -1 | 3 | -2 | -2 | -2 | -1 | -6 | 2 | -3 | 4
COC(=O)c1ccccc1NC(=O)Nc1ncccc1C | 2 | -3 | 3 | 2 | 2 | 9 | -4 | -7 | -3 | 2
FC(F)Oc1ccc(-c2c[n+]3c(n2-c2ccccc2)CCCCC3)cc1 | 1 | -2 | -4 | 0 | 2 | 5 | -7 | -1 | 0 | -3
COC(=O)c1cc(C(=O)Nc2ccc(Cl)cn2)cc([N+](=O)[O-])c1 | 2 | -4 | 3 | -4 | -2 | -2 | 0 | 3 | -4 | 3
CCOC(=O)C1CCCN(C(=O)c2ccc(CS(=O)(=O)Cc3ccccc3C)o2)C1 (centres undefined) | -3 | -3 | 0 | -1 | -1 | 4 | 7 | -1 | -7 | 5
CCn1c(C)nc2cc(C(=O)N/N=C/c3ccccc3C)ccc21 | -4 | 7 | -3 | -6 | -2 | -11 | 7 | -3 | 0 | 0
CC(C)Cn1c(Cc2ccccc2)n[nH]c1=S | 0 | 8 | 2 | 3 | -4 | 0 | 0 | -6 | -4 | -3
COc1ccc(NC(=O)CSc2ccccn2)c([N+](=O)[O-])c1 | -4 | -2 | 1 | 3 | 0 | -4 | 5 | nt | 1 | 1
COc1ccc(NC(=O)NNC(=O)c2ccc3ccccc3c2O)c(OC)c1 | 2 | 42* | 0 | 14 | 0 | -1 | 15 | 17 | 25 | 0
Cc1cc(C)n(CC(C)NCc2cn[nH]c2-c2ccc(C)c(C)c2)n1 (centres undefined) | -27 | 3 | 0 | -3 | -4 | -9 | -2 | 20 | -8 | 2
Nc1ccc(C(=O)N/N=C\c2cc(N=Nc3cccc4ccccc34)ccc2O)cc1 | -4 | 13 | 2 | 16 | 4 | 1 | 36* | 56* | 39* | 1
Cc1[nH]c2ccccc2c1C=NNC(=O)c1cc(-c2cccnc2)nc2ccccc12 | 0 | -10 | 0 | 6 | 4 | -6 | 13 | 8 | 19 | -3
